ELG1 genotoxic: genotoxicity induction in ELG1-luciferase HEK293T cells; HEK293T ELG1-luciferase reporter, luminescence, 16 h; Potency, µM (series often up to 46 µM), for inactives: at the highest dose activity change, positive = activation, actives largely listed as activators; actives 1.3% (n = 330,000); note: potency is the fitted concentration of half-maximal effect; % of control where 0% means no effect; nearly all actives have a fitted effect of over 60% in size
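Reporter readout depends on ELG1 protein level, which increases with genetic stress. After 16 hr compound exposure at 37 °C, luciferase activity was quantified using ONE-Glo.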
B2AR arrestin: recruits beta-arrestin to the human beta2-adrenergic receptor. beta-arrestin recruitment to beta2AR, cell-based reporter. Potency, µM (titrated, usually from 46.1 µM), inactives show top-dose activation, hits mostly activators. P07550. AID 492947. actives 0.02% (n = 330,000);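 note: potency is the fitted concentration of half-maximal effect; 0% = DMSO controls and full agonism = EC100 isoproterenol or metaproterenol; nearly all actives have a fitted effect of over 65% in size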
Target sequence (P07550 whole entry, looked up): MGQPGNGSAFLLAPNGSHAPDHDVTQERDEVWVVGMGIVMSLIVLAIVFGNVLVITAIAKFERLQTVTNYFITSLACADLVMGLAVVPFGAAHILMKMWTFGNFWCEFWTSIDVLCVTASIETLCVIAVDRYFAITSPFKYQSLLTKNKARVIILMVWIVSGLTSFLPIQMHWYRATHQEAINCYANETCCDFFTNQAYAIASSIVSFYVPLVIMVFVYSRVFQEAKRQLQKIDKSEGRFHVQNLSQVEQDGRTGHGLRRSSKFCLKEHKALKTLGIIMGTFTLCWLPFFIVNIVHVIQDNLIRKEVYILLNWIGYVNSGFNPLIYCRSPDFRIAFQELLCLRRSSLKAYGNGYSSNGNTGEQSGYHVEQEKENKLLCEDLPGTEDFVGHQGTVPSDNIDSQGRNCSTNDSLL
PTAP TSG101 blk: blocks PTAP/TSG101 interaction to inhibit HIV-1 budding | Fluorescence polarization, FITC-PTAP peptide / Tsg101 binding | 340,000 tested, under 10 active | Potency, µM (highest dose often 115 µM), without a hit: at the highest dose activity change, negative = inhibition, hits mostly inhibitors | Q99816; active = well fitted inhibition curve with a large enough effect in the main read-out, with a control signal flat, not every such curve was filed as active; inconclusive = small, poorly fitted or top-dose-only effect, or effect the other way, or a change in a side signal; inactive = no such curve, though single readings can be large or run the other way; note: potency is the fitted concentration of half-maximal effect; % of control where 0% means no effect
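Fluorescence polarization binding of Tsg101 binding domain (10 uM final) to FITC-labeled PTAP peptide (50 nM final) in HEPES pH 7.5 buffer with NaCl, Tween 20, EDTA, TCEP. Compounds added before peptide; binding 20 min at RT.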
p53 reactivation: mutant p53 re-activation in reporter cells; H1299 p53-A138V BP100-luciferase reporter, luminescence, 24 h; Potency, µM (titrated, usually from 92.2 µM), inactives show at the highest dose activity change, positive = activation, hits mostly activators; actives 0.063% (n = 320,000); note: potency is the fitted concentration of half-maximal effect; % of control where 0% means no effect; nearly all actives have a fitted effect of over 45% in size
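H1299 (p53-null), stable ts p53-A138V + BP100-Luc; 1000 cells/well, Opti-MEM/10% FBS; cpd 4 pt, 1:5; 24 h, 37 deg C, 5% CO2; detection reagent 10 min RT; luminescence.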
uPA generation: blocks generation of uPA at the cell surface. cell surface uPA generation assay, qHTS. Potency, µM (highest dose often 38.3 µM), without a hit: at the highest dose activity change, negative = inhibition, most hits filed as inhibitors. actives 0.31% (n = 330,000). AID 540303; active = well fitted inhibition curve with a large enough effect; inconclusive = small, poorly fitted or top-dose-only effect; inactive = no such curve, though single readings can be large or run the other way; tested in mouse RAW 264.7 cells; note: potency is the fitted concentration of half-maximal effect; % is set by controls: 0 for no effect and ±100 for the full control effect; nearly all actives have a fitted effect of over 55% in size
USP2a inh: blocks human ubiquitin-specific protease USP2a | O75604 | USP2 core, Ub-CHOP2 coupled fluorogenic reporter, 485/531 | Potency, µM (titrated, usually from 38.3 µM), for inactives: top-dose activity change, negative = inhibition, hits mostly inhibitors | actives 0.01% (n = 330,000);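 note: potency is the fitted concentration of half-maximal effect; plate controls were DMSO wells for no effect and full inhibition by NEM control for full effect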
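USP2 core (10nM final) preincubated 30min RT with compound in 20mM Tris-HCl pH 8.0, 2mM CaCl2, 2mM beta-mercaptoethanol, 0.05% CHAPS; 25nM Ub-CHOP2 plus 25nM reporter substrate added, fluorescence (Ex485/Em531) read after 60min.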
S-ASM inh: human S-ASM enzyme inhibition | actives 0.006% (n = 340,000) | Potency, µM (titrated, usually from 57.5 µM), for the others: at the highest dose activity change, negative = inhibition, actives largely listed as inhibitors | P17405 | placental ASM, HMU-PC fluorogenic substrate, 60 min; note: potency is the fitted concentration of half-maximal effect
Target sequence (P17405 47-631 limits assumed): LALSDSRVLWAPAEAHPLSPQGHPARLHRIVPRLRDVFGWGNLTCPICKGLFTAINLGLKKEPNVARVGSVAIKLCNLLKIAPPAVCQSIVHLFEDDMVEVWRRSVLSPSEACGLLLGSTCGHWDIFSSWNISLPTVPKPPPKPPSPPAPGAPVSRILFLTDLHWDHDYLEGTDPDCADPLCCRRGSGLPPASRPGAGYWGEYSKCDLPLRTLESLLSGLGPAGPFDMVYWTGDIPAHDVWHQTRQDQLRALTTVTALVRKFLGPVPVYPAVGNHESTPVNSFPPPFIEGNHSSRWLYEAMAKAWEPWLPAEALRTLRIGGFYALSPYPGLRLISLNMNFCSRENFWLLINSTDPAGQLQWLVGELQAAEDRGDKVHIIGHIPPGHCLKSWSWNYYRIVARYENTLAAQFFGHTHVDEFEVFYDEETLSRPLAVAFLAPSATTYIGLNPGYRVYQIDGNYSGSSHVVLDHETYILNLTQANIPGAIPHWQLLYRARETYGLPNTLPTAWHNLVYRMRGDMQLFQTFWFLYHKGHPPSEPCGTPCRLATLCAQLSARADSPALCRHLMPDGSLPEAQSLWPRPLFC
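qHTS format. ASM enzyme prepared from human placenta hydrolyses the fluorogenic substrate HMU-PC0 (9 uM final) over 60 min at 37 °C after a 10 min compound preincubation.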
Eya2 inh: blocks the phosphatase activity of human Eya2 | O00167 | recombinant Eya2, OMFP fluorescence dephosphorylation (OMFP is methylfluorescein phosphate) | Potency, µM (series often up to 76.9 µM), inactives show at the top dose activity, negative = inhibition, most hits filed as inhibitors | actives 0.006% (n = 330,000) | AID 488837; note: potency is the fitted concentration of half-maximal effect; % is set by controls: 0 for no effect and ±100 for the full control effect
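Eya2 protein (added as 0.2 uM solution) was preincubated with compound for 10 min at ambient temperature in 50 mM HEPES pH 7.5, 50 mM NaCl, 5 uM MgCl2, 0.05% BSA, 1 mM DTT. OMFP (added at 50 uM) then reacted 10 min; fluorescence read at 485/525 nm.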
TRPV1 ag: agonists of human vanilloid receptor 1 (TRPV1) | TRPV1-expressing cells, Fluo-8 calcium influx, agonist mode | activation, % at 8.33 µM | actives 0.19% (n = 320,000) | AID 540275; in the data active = activation above about 80%; inconclusive = between about 30% and that limit; note: 0% is about no effect
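Cells expressing TRPV1 were dye-loaded with Fluo-8 and read kinetically: 10 s baseline, 3 min after compound (agonist portion), then 2 min after EC20 capsaicin (allosteric enhancer portion). Calcium-bound dye fluorescence at 480/520 nm.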
a7 integrin act: activators of alpha7 integrin expression for muscular dystrophy; alpha7betagal myoblasts, beta-gal FDG fluorescence, 48 h; Potency, µM (doses to about 38.3 µM), for inactives: at the top dose activation, most hits filed as activators; actives 0.064% (n = 350,000); AID 624291;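 note: potency is the fitted concentration of half-maximal effect; 100% = response of the positive control SU9516; nearly all actives have a fitted effect of over 60% in size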
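Alpha7betagal+/- myoblasts (passage 13) were plated 16-24 hr, then exposed to compounds (1:260 dilution of DMSO stock) for 48 hours at 37C. After MPER lysis, β-galactosidase reporter activity was read as FDG fluorescence (ex 480/em 540) after 30 minutes.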
BRCA1 expr act: BRCA1 expression activation; MCF7-BRCA1-FFLuc reporter, luminescence, 48 h; response scale: scaled: vehicle 0%, 10 µM genistein 100%; Potency, µM (top dose mostly 46.1 µM), for inactives: at the top dose activation, hits mostly activators; actives 1.1% (n = 380,000); AID 624202; note: potency is the fitted concentration of half-maximal effect; nearly all actives have a fitted effect of over 80% in size; some results filed as inactive show a strong effect at the top dose
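MCF7-BRCA1-FFLuc, 2000 cells/well; 2 h attach, 37 °C/5% CO2; compound 48 h; luciferase substrate 15 min; luminescence end-point. Norm. to genistein 10 microM max activation and DMSO; concentration-response curves fitted.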
The depositor's hits bear a star; ? = inconclusive; / = no result given; & = joins results of further samples; [ ] = dose if it differs, or a comment. Unless noted, calls come from the whole dose curve; as a rule, active = well fitted curve in the direction sought with a large enough effect; inconclusive = small, poorly fitted or top-dose-only effect, or another doubt; inactive = no such curve, though single readings can be large; an effect the other way counts as inactive or inconclusive. Only part of the results is shown, so the mix of outcomes need not match the whole.

SMILES	ELG1 genotoxic	B2AR arrestin	PTAP TSG101 blk	p53 reactivation	uPA generation	USP2a inh	S-ASM inh	Eya2 inh	TRPV1 ag	a7 integrin act	BRCA1 expr act
CC1=CC(O)C(O)C2(C)C1CC1OC(=O)C(O)C3C(C)C(O)C4(O)OCC13C42 (stereo unspecified)	/	/	0%	/	4%	/	4%	/	/	8%	-84%
O=c1c2ccccc2nc(Cc2ccccc2)n1-c1cccc(O)c1	0%	0.8%	-1%	3%	3%	-1%	-1%	-11%	-2	2%	-28%
COc1ccc(OC(=O)N(C)C)c(CN(C)C)c1	-5%	5.9%	0%	2%	0%	-1%	5%	21%	-2	2%	-22%
O=S(=O)(c1ccc(Cl)cc1)N1CN2CCN(C2)C1	2%	-0.1%	-9%	0%	-2%	0%	3%	-10%	-7	6%	1%
COC(=O)C1=C(c2ccccc2OCc2ccccc2)C[C@@H]2CC[C@H]1N2C(=O)NCc1ccc(C(F)(F)F)cc1	-9%	0.0%	-9%	0%	?	-1%	-2%	-25%	13	-31%	-55%
CCC(=O)OC1(Cc2ccc(CC)cc2)CC(C)N(C)CC1C (stereo unspecified)	-15%	-0.9%	-1%	-5%	-8%	2%	2%	-17%	4	-15%	-12%
COC(=O)C(O)(c1ccc(N(C)C(=O)OC(C)C)cc1)C(F)(F)F (stereo unspecified)	1%	0.0%	-12%	2%	-3%	4%	2%	-1%	-2	11%	-1%
CC(=O)c1ccc2c(c1)C1C(Cl)C(Sc3ccccc3[N+](=O)[O-])CC1C(c1ccccc1[N+](=O)[O-])N2 (stereo unspecified)	-3%	0.0%	-5%	-21%	-1%	-7%	-13%	-8%	-1	2%	-38%
Cc1cc([N+](=O)[O-])c2ccccc2[n+]1[O-]	-5%	-0.7%	-3%	-12%	?	-1%	-1%	-19%	1	-65%[inhibitor]	-91%
C1CCC2CCCCC2C1 (stereo unspecified)	1%	0.2%	-5%	3%	3%	0%	2%	8%	0	/	-7%
CCOP(=O)(OCC)C(O)c1ccccc1 (stereo unspecified)	0%	-0.7%	-3%	-1%	-8%	3%	-1%	9%	-1	8%	-3%
NC1CCc2cc(O)c(O)cc2C1 (stereo unspecified)	-1%	-0.1%	-2%	6%	-1%	2%	4%	5%&-3%	-3	/	14%
CS(=O)(=O)Nc1cccc(C2=NN(C(=O)c3ccco3)C(c3cccs3)C2)c1 (stereo unspecified)	-9%	-0.8%	-4%	-41%[inhibitor]	?	-2%	-2%	3%	-2	-25%	-52%
Cc1cccc(OP(=O)(Oc2cccc(C)c2)OC(c2ccccc2)C(F)(F)F)c1 (stereo unspecified)	-2%	-0.4%	-7%	10%	-1%	-2%	1%	-16%	?	0%	-20%
CC(C)CCNC(=O)c1cc(C(=O)c2cc(Br)ccc2O)cn(CCC(C)C)c1=O	5%	0.4%	-9%	8%	0%	2%	-5%	-5%	?	-4%	-41%
O=C1C(Cl)=CC(=Nc2ccc(O)cc2)C=C1Cl	17%	0.1%	-6%	?	?	-10%	-2%	0%	-5	-30%	-25%
CCN(CCCl)c1cc(CN(C)C)cc(NC(=O)c2ccc(C(=O)Nc3cc(CN(C)C)cc(N(CC)CCCl)c3)cc2)c1	/	/	-2%	/	-9%	/	-14%	/	/	-59%[inhibitor]	-89%
COc1ccc(CNC(=O)C[C@H]2C[C@H](C(=O)N3CCCCC3)[C@@]3(CCc4ccccc4)c4[nH]c5ccc(Cl)cc5c4CCN3C2=O)cc1OC	-8%	5.0%	-11%	0%	?	1%	-22%	4%	/	-24%	-63%
CCCC12CN3CCN(C1)CC(CCC)(C3)C2=O	-1%	0.4%	0%	-2%	0%	3%	-1%	1%	1	14%	-4%
CCCCCCC(=O)N/N=C/c1c(O)n(C(C)CC)c(=S)[nH]c1=O (stereo unspecified)	7%	0.0%	-4%	1%	?	3%	-1%	7%	8	0%	-66%
CCCc1cc(=O)oc2c3c(cc(OCC(=O)N[C@@H](C)C(=O)O)c12)OC(C)(C)CC3	0%	-0.7%	-1%	2%	4%	-5%	83%[activator]	-3%	-4	-12%	-11%
COC(=O)C1=C(c2ccc(C(C)=O)cc2)C[C@@H]2CC[C@H]1N2C(=O)NCc1ccc(C(F)(F)F)cc1	4%	0.2%	-1%	-5%	-2%	2%	-1%	-4%	2	-10%	-22%
c1ccc(CC2CCCCN2)cc1 (stereo unspecified)	-2%	-0.2%	2%	5%	3%	0%	2%	-1%	1	?	-9%
O=C(COC(=O)Cc1ccccc1)NNC(=O)c1ccc([N+](=O)[O-])cc1	-1%	0.1%	-6%	11%	3%	1%	-8%	-10%	-1	0%	13%
Cn1c(=O)oc2cc(S(=O)(=O)Nc3ccccc3O)ccc21	-2%	0.5%	-1%	/	?	0%	-4%	-2%	-2	13%	-1%
Other entries follow:
SMILES	ELG1 genotoxic	B2AR arrestin	PTAP TSG101 blk	p53 reactivation	uPA generation	USP2a inh	S-ASM inh	Eya2 inh	TRPV1 ag	a7 integrin act	BRCA1 expr act
CCOc1ccc(S(=O)(=O)N(C)c2ccc(OCC(=O)N3c4ccc(C)cc4C4CN(C)CCC43)cc2)cc1 (stereo unspecified)	-5%	0.1%	-7%	12%	-5%	-1%	2%	2%	2	-44%[inhibitor]	-18%
CCOP(=O)(OCC)C(NC(=O)c1ccccc1)=C(Cl)Cl	5%	0.1%	-5%	-5%	-7%	4%	5%	-5%	-1	20%	-5%
Cc1nc2c(C(=O)N3CCC4(CC3)OCCO4)cnn2c(C)c1Cc1cccc(Cl)c1	-1%	-1.0%	-5%	4%	-2%	3%	0%	-15%	4	-20%	1%
CC(Cc1ccccc1)N1Cc2ccccc2C1 (stereo unspecified)	1%	-1.0%	-4%	10%	-11%	2%	2%	-6%	4	10%	40%
CCC1(C)OC(c2ccccc2)=C/C(=C/C=C2C(=O)NC(=O)NC2=O)O1 (stereo unspecified)	-2%	0.4%	0%	3%	?	30%	8%	-1%	?	0%	-28%
Cn1cc(C(=O)OCC(=O)NC2CCCCC2)c2ccccc21	0%	-0.1%	-7%	-9%	15%	1%	-2%	-4%	8	-10%	21%
Cc1nc2ccccc2c(=O)n1-c1cc([N+](=O)[O-])cc([N+](=O)[O-])c1	0%	0.4%	-1%	/	-9%	0%	-1%	5%	-1	2%	-13%
COc1ccc(CCn2c(O)c(/C=N/N3CCOCC3)c(=O)[nH]c2=O)cc1OC	-6%	-0.2%	0%	2%	10%	0%	1%	6%	1	0%	-1%
NS(=O)(=O)c1ccc(N=Cc2c(O)n(C3CCCCC3)c(=O)n(C3CCCCC3)c2=O)cc1	-6%	0.0%	-4%	-18%	-3%	-4%	-2%	-5%	?	-43%	-46%
Clc1cccc(Cl)c1/C=C/c1ccn[nH]1	11%	-0.4%	-3%	0%	?	1%	-3%	3%	0	2%	68%
COC(=O)C1=C(c2ccc(S(C)(=O)=O)cc2)C[C@@H]2CC[C@H]1N2C(=O)N1CCCCC1	/	/	-5%	/	1%	/	-2%	/	/	5%	1%
CC(C)Sc1nnc([C@@H](N)Cc2ccccc2)o1	0%	9.2%	-2%	1%	4%	-2%	4%	18%	-4	8%	57%
COC1=CC(=O)OC(CCc2ccc3c(c2)OCO3)C1 (stereo unspecified)	/	/	3%	/	-10%	/	3%	/	/	-2%	31%
Cc1ccc(C(O)(c2ccc(C)c(C)c2)C2CN3CCC2CC3)cc1C (stereo unspecified)	-2%	0.4%	0%	-11%	?	7%	1%	-5%	12	-72%[inhibitor]	-78%[inhibitor]
C/C(=N\N1CCCCCC1)c1c(O)n(C2CCCCC2)c(=O)[nH]c1=O	0%	3.8%	-6%	0%	-4%	3%	-4%	6%	/	-6%	-18%
CN(C)C(=O)Oc1ccc(OCc2nc3ccccc3[nH]2)cc1	?	-0.5%	-6%	?	-8%	3%	/	-1%	-1	18%	-32%
O=C(NCCCN1CCCC1)c1ccc2c(c1)N(Cc1cccc(Cl)c1)C(=O)c1ccccc1S2=O (stereo unspecified)	7%	-0.7%	0%	-13%	-25%	3%	0%	-2%	0	-21%	-23%
Nc1ccc2ccc3cccc[n+]3c2c1	1%	0.5%	?	/	-2%	?	22%	?	8	-18%	/
CCOC(=O)c1ccccc1NC(=O)c1c(O)[nH]c(=S)[nH]c1=O	/	/	-2%	/	8%	/	0%	/	/	-7%	1%
COc1ccc(CC(=O)N2CCN(C)CC2)cc1OC	1%	-1.4%	-7%	-5%	-2%	1%	3%	7%	-5	5%	2%
